# E-selectin induc – E-selectin induction in HUVECs, primary screen, imaging, HUVEC, immunofluorescence imaging, single point. P16581. 0.37% of 260,000 active. activation, % at 7.58 µM. normalized: neutral wells 0, TNF-alpha wells 100;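 active means mean E-selectin-positive cell signal at least 10% of the positive control, reached in at least 60% of replicates, without over 20% cell loss; inconclusive means no rule given, readout overlaps actives, possibly toxicity-flagged; inactive means the rest, including those meeting only one limit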;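 further: in these data hits start at about 27%; measured in HUVEC primary endothelial cells; signal is the percent of cells scored E-selectin positive by PE staining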
# Target sequence (P16581 whole entry, looked up): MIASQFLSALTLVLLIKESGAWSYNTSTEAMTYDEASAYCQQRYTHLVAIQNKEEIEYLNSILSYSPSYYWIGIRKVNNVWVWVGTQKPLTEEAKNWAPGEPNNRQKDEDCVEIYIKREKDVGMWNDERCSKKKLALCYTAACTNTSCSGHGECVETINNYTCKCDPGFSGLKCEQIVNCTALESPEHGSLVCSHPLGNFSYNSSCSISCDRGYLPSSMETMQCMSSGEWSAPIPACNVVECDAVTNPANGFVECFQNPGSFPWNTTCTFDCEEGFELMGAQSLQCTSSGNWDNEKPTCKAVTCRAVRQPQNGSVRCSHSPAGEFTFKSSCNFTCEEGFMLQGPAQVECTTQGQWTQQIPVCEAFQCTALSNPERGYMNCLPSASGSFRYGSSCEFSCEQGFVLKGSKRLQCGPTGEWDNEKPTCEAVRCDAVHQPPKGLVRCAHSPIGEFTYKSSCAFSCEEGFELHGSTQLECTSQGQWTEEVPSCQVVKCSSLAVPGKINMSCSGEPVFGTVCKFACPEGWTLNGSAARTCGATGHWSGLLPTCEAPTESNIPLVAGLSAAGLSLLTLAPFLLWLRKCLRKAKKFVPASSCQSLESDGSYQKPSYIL
#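 System: HUVEC / Compound: single concentration / Signal: immunofluorescence imaging / Read-out: percent E-selectin-positive cells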
# S100A4 inh HTS – inhibitors of S100A4-myosin IIA peptide binding, primary screen, biochemical, fluorescence polarization, TAMRA-MyoIIA peptide | inhibition, % at 10.7 µM | 0.14% of 360,000 active | AID 652163, 2013;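 active means mean inhibition of at least 70% across replicates, with every replicate also reaching that level; inconclusive means mean inhibition reaches 70% but some replicates fall short; inactive means mean inhibition below 70%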
# Target sequence (P26447 whole entry, looked up): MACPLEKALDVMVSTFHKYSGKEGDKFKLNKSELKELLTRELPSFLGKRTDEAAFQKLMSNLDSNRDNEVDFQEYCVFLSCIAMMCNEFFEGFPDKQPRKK
#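 Test system: S100A4 monomer protein; Medium: HEPES pH 7.2 with CaCl2, KCl, NaCl, DTT, Triton; Probe or stimulus: TAMRA-labelled myosin IIA heavy-chain peptide probe, 5 nM; Doses: one dose per compound; Times: polarization read 5 min after assay mix addition, stable 5–60 min; Benchmarks: neutral control DMSO, positive control TFP.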
# SIRT5 inh – SIRT5 desuccinylase inhibitors, primary screen, biochemical, fluorescence imaging, single point, set 5. NAD-dependent protein deacylase sirtuin-5, mitochondrial (Homo sapiens), Q9NXA8. Purified SirT5, succinyl-peptide AMC, trypsin-coupled fluorescence. inhibition, % at 15 µM. 1.1% of 330,000 active; in the data active means inhibition above about 15%; inconclusive means no clear call, values can overlap the other calls
# Target sequence (Q9NXA8 whole entry, looked up): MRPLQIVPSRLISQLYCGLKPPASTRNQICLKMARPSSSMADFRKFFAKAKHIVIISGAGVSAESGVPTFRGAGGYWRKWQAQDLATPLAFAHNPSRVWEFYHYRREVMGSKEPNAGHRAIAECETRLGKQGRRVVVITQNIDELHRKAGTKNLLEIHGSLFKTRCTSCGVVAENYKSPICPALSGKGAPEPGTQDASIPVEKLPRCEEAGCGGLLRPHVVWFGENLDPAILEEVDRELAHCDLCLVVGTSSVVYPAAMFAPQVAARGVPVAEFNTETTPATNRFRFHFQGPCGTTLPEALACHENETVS
# PglD inh – C. jejuni PglD acetyltransferase inhibitors, primary screen, biochemical, DTNB colorimetric, single point; AID 602405, 2012; inhibition, % at 12.5 µM; 0.098% of 360,000 active; UDP-N-acetylbacillosamine N-acetyltransferase PglD (Campylobacter jejuni); purified PglD enzyme, DTNB colorimetric CoA detection; in the data active means inhibition above about 16%, passing the limit was not always enough; inconclusive means no clear call, values can overlap the other calls; further: strong numbers were not always called active
# DENV2 CPE – inhibitors of DENV2 cytopathic effect, primary screen, cell-based, plate reader, single concentration; DENV2-infected cells, cytopathic effect rescue; CPE inhibition, % at 9.99 µM; 1.7% of 350,000 active; in the data active means CPE inhibition above about 20%, passing the limit was not always enough; inconclusive means no clear call, values can overlap the other calls; tested in BHK-21 cells;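 further: 0% = median of neutral control wells and 100% = median of positive control wells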
# C2C12 statin – suppressors of statin myotoxicity in C2C12 myotubes, primary screen, cell-based, single point, plate reader | rescue of ATP level, % at 7.49 µM | C2C12 myotubes + simvastatin, ATP luminescence, 48 h; scaled: DMSO 0, geranylgeraniol control 100 | 0.78% of 330,000 active | AID 602340, 2012;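 active means mean ATP rescue above about 67%, or every replicate alone reaching that limit, limit read from the data, passing the limit was not always enough; inconclusive means no clear call, values can overlap the other calls; inactive means mean under the limit and some replicate under it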;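 further: myotubes were challenged with 10 µM simvastatin during compound exposure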
# ERp5 inh – inhibitors of ERp5-driven insulin aggregation, primary screen, biochemical, turbidity, absorbance 650 nm, single point; Protein disulfide-isomerase A6 (Homo sapiens), Q15084; 90 min; inhibition, % at 9.99 µM; 0.05% of 350,000 active;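 active means mean replicate inhibition above about 25%, with every replicate also reaching it, limit read from the data, passing the limit was not always enough; inconclusive means only one of those two criteria met; inactive means neither criterion met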
# The depositor's hits bear a star; ? = inconclusive; . = not tested or not shown. The list is partial, so the mix of outcomes need not match the whole.
SMILES,E-selectin induc,S100A4 inh HTS,SIRT5 inh,PglD inh,DENV2 CPE,C2C12 statin,ERp5 inh
C/C=C/c1ccc([C@H]2[C@@H](CO)N(C(=O)COC)[C@H]2CNC(=O)CC)cc1,0.0,-1,-2,0,-2,15,4
CC(C)Cc1cc(C(=O)NCc2ccco2)no1,.,-4,5,4,11,-6,5
CCCCOc1ccc(Cc2cnc(N)nc2N)cc1,.,3,-4,-1,-16,.,-2
CCOC(=O)c1c(CSc2cccs2)n(C)c2cc(Br)c(O)c(CN(C)C)c12,.,-2,2,1,3,-4,-5
CC1CCc2nc3ccc(S(=O)(=O)N4CCC(C(=O)N5CCCCCC5)CC4)cc3c(C(=O)O)c2C1 (configuration not stated),.,-11,1,.,.,.,-1
O=C(Nc1nc(-c2cccnc2)cs1)c1ccc([N+](=O)[O-])cc1,-1.9,1,-8,8,0,-8,-3
O=C(C[C@@H]1CC[C@H]2[C@@H](COC[C@@H](O)CN2CC2CCOCC2)O1)NCc1ccc(Cl)cc1,-0.3,0,6,1,1,15,-5
Cc1noc(C)c1COc1ccccc1C(=O)NCCc1ccc(S(N)(=O)=O)cc1,0.0,-1,1,1,-10,0,6
O=C(NCc1cc(C(F)(F)F)cc(C(F)(F)F)c1)c1cc(-c2cc(F)ccc2OCC2CCCO2)n[nH]1 (configuration not stated),1.8,-3,-1,2,-19,8,-1
Cc1noc(C)c1S(=O)(=O)Nc1ccc2c(c1)C(=O)N([C@@H](C)CO)C[C@H](C)[C@@H](CN(C)C(=O)Nc1ccc(F)cc1)OCCCC[C@@H](C)O2,0.0,-19,7,-1,0,.,0
CCCCOc1ccc(C(=O)N/C(=C/C=C/c2ccccc2)C(=O)NCCO)cc1,0.3,6,2,-4,1,8,2
CCN(CC)S(=O)(=O)c1ccc2oc(Nc3ccc(OC)cc3OC)nc2c1,.,1,-4,.,5,1,-1
COc1ccc2c3c(n(C)c2c1)[C@H](CO)N(Cc1ccccc1F)CC31CN(C(=O)C2CCCC2)C1,-0.4,-19,-1,.,-6,.,-8
CC(C)(C)[C@@H]1C=C(C(=O)Nc2ccccc2)O[C@H](OCc2ccc(CO)cc2)C1,0.0,98*,.,6,3,15,8
CC(=O)N(C)C[C@@H]1Oc2ncc(/C=C/c3ccccc3)cc2C(=O)N([C@H](C)CO)C[C@H]1C,-0.3,39,-11,3,?,0,-2
CC(C)(C)C(=O)Nc1ccc(C(=O)Nc2cc(NC(=O)c3ccc(NC(=O)C(C)(C)C)cc3)cc(C(=O)O)c2)cc1,-0.1,-7,1,5,10,-4,3
CC(C)N(Cc1nc(-c2ccc(Cl)cc2)no1)C(=O)CN(C)S(=O)(=O)c1ccc(Cl)cc1,.,4,-1,0,.,3,0
COc1ccc(CC(=O)N2CCN=C2SCc2cccc([N+](=O)[O-])c2)cc1,5.8,-4,-3,-3,2,11,0
C[C@H]1CN([C@@H](C)CO)C(=O)Cc2cc(NC(=O)Nc3ccc(C(F)(F)F)cc3)ccc2O[C@@H]1CN(C)C(=O)Nc1cccc2ccccc12,-5.0,9,-2,4,-6,44,-7
CC(C)(C)C(=O)c1c(N)[nH]c(C(=O)c2ccccc2)c1-c1ccc(Cl)cc1,-0.1,-9,3,.,-2,.,3
C[C@@H]1CN([C@@H](C)CO)C(=O)Cc2cc(NC(=O)Cc3ccccc3)ccc2O[C@@H]1CN(C)Cc1ccc(C(=O)O)cc1,-3.3,-15,-1,0,?,15,4
Cc1ccc(NC(=O)C2CCN(S(=O)(=O)c3ccc4c(c3)oc(=O)n4C)CC2)cc1,.,11,-1,0,-5,6,9
CC(C)CCN(C(=O)CNC(=O)c1ccco1)C(C(=O)NC1CCCCC1)c1cccnc1 (configuration not stated),.,3,-3,5,-4,47,5
COc1cccc(NC(=O)c2ccc(S(=O)(=O)N3CCCCC3)cc2)c1,1.3,-2,4,6,6,-19,0
Cc1ccc(S(=O)(=O)Nc2nc(C)c(C)s2)cc1,0.6,-6,1,-1,1,-21,-2

# In the list so far, these have a furan ring, fused or not:
SMILES,E-selectin induc,S100A4 inh HTS,SIRT5 inh,PglD inh,DENV2 CPE,C2C12 statin,ERp5 inh
CC(C)Cc1cc(C(=O)NCc2ccco2)no1,.,-4,5,4,11,-6,5
CC(C)CCN(C(=O)CNC(=O)c1ccco1)C(C(=O)NC1CCCCC1)c1cccnc1 (configuration not stated),.,3,-3,5,-4,47,5

# The list continues:
SMILES,E-selectin induc,S100A4 inh HTS,SIRT5 inh,PglD inh,DENV2 CPE,C2C12 statin,ERp5 inh
O=C(C[C@@H]1CC[C@@H]2[C@H](COC[C@@H](O)CN2S(=O)(=O)c2cccc(Cl)c2)O1)Nc1ccc(-c2ccccc2)cc1,0.1,-22,9,0,17,-2,0
c1coc(-c2nnc(SCc3nc4ccccc4[nH]3)o2)c1,.,-3,0,.,-8,.,6
Cc1ccccc1NC(=O)c1cc(S(=O)(=O)N2CCCCC2)ccc1N1CCOCC1,-0.1,-4,.,2,2,8,-1
O=C(CSc1ccc(-c2ccc(Br)cc2)nn1)N1CCOCC1,5.1,4,1,1,-2,11,-1
Cc1ccc(NC(=O)C[n+]2cc(-c3ccccc3)n3c2CCC3)cc1,-0.1,1,-1,-1,9,.,-8
C[C@H](CO)N1C[C@H](C)[C@@H](CN(C)C(=O)Nc2ccc(F)cc2)Oc2c(NC(=O)Nc3ccc(C(F)(F)F)cc3)cccc2C1=O,0.8,-1,4,-2,-3,-79,10
COc1ccc(OC)c(-c2nnc3n2N=C(c2ccc(OC)c(OC)c2)CS3)c1,-0.1,3,3,2,31*,-24,-1
CNC(=O)c1[nH]cnc1C(=O)NCC(=O)OC(C)(C)C,.,-4,-1,1,16,16,4
O=C(CCCNC(=O)c1ccc(Cl)cc1)Nc1ccc(S(=O)(=O)Nc2ncccn2)cc1,-0.8,-6,1,3,?,6,-7
CC(=O)NCC(=O)N1CCCC(C(=O)c2ccc3c4c(cccc24)CC3)C1 (configuration not stated),.,-3,.,.,-5,.,5
COc1ccc(CN2C(=O)c3ccccc3C2C(=O)NCc2cccnc2)c(OC)c1 (configuration not stated),.,6,-2,.,-1,.,10
O=C(N[C@H]1CC[C@@H](CCn2cc(C3(O)CCCC3)nn2)O[C@H]1CO)C1CCC1,-0.4,-30,1,-1,-3,3,-5
C[C@@H]1CN([C@H](C)CO)C(=O)c2cccc(NC(=O)c3nc4ccccc4s3)c2O[C@@H]1CN(C)C(=O)Nc1ccc(C(F)(F)F)cc1,.,-11,3,-1,7,-17,2
CCN(CC)CCCNC(=O)c1cn(CC(C)C)c(=O)c2c1c1ccccc1n2C,.,-4,-8,-1,7,-10,3
COc1ccc(C(=O)Nc2cnc3sc(C)nn3c2=O)cc1,-0.1,63,-4,-2,-4,2,-10
COc1ccc2c(c1)N(C[C@H](C)CN(C)C)c1ccccc1S2,0.0,3,0,1,?,-9,2
CCc1ccc(NC(=O)CCCN2C(=O)C3CC=CCC3C2=O)cc1 (configuration not stated),-0.1,0,-3,-3,5,.,0
CCn1cc(C(=O)N2CCOCC2)c(=O)c2cc(S(=O)(=O)N(C)C)ccc21,0.1,3,5,3,.,-1,0
O=C(C1=COCCO1)N(Cc1nnc(-c2ccc(Cl)cc2)o1)C1CC1,.,1,-1,.,-12,.,2
CC(=O)c1cccc(N(CC(=O)Nc2ccccc2F)S(C)(=O)=O)c1,.,1,-4,-3,3,9,2
O=C(O)CSc1nc(-c2ccc(Cl)cc2)nc2c1oc1ccccc12,.,-4,0,-4,-3,.,0
COc1ccc2c3c([nH]c2c1)[C@@H](CO)N(C(=O)c1ccccn1)CC31CN(C(=O)C2CCCC2)C1,-0.2,6,4,.,24*,.,1
Cc1nc2ccccc2c(=O)n1NC(=O)Cc1ccc([N+](=O)[O-])cc1,.,1,8,.,4,.,8
Cc1cc(NC(=S)N(CCCN2CCN(C)CC2)Cc2ccco2)ccc1Cl,4.5,-4,-1,.,6,.,1
CC(=O)Nc1ccc(OS(=O)(=O)c2ccccc2C)cc1,.,-4,-5,.,1,.,-17

# (continued)
SMILES,E-selectin induc,S100A4 inh HTS,SIRT5 inh,PglD inh,DENV2 CPE,C2C12 statin,ERp5 inh
CCOC(=O)c1oc2nc3c(cc2c1N)CCCC3,.,-4,0,-12,-2,-2,-4
Cc1cccc(/C=N/NC(=O)c2ccccc2OCc2cccc(Br)c2)n1,.,-5,-2,16,1,-2,2
Cc1cc(N2CCOCC2)nc2ccc(Cl)cc12,12,3,-6,.,-3,-11,2
O=C(NC[C@H]1[C@H](c2ccccc2)[C@H](CO)N1C(=O)C1CCC1)NC1CCCC1,-0.1,.,.,-2,-9,18,.
COc1ccccc1N1CCN(C(=O)c2sc3nc(-c4ccc(F)cc4)cn3c2C)CC1,0.0,0,12,-4,11,-8,-14
O=C(CN1C(=O)C2CC=CCC2C1=O)NC1CCCCC1 (configuration not stated),-0.7,22,-6,0,11,9,4
CN(Cc1ccccc1)C(=O)COc1cccnc1[N+](=O)[O-],0.0,-2,-2,-4,1,-1,4
NC1=NC(=O)C(Cc2cccc(Cl)c2Cl)S1 (configuration not stated),.,-3,-3,-2,1,.,7
Cc1ccccc1CN1CCC(CNC(=O)Nc2ccc(F)cc2F)CC1,0.0,-17,-3,-5,13,-7,-2
Cc1cccc(NC(=O)Nc2ccc3c(c2)C(=O)N(C)[C@H]2CC[C@H](CC(=O)O)O[C@@H]2CO3)c1,0.0,-1,4,-2,.,-3,2
CCOc1ccc(CCN2C(=O)C(=O)N([C@@H](Cc3ccc(O)cc3)CN3CCC[C@H]3CN3C(=O)C(=O)NC[C@@H]3Cc3ccccc3)C[C@@H]2Cc2ccc(O)cc2)cc1,2.3,-2,1,.,-11,.,6
CCOC(=O)C1C(c2ccccc2)C(C(=O)OCC)C1c1ccccc1 (configuration not stated),.,5,5,3,8,14,5
Cc1ccc(Nc2n[nH]c(=S)s2)c(C)c1,0.5,-14,-3,-1,-7,28,10
O=C(NCC[C@H]1CC[C@H](NS(=O)(=O)Cc2ccccc2)[C@@H](CO)O1)C1CCC1,-0.5,2,-1,-2,6,-6,1
CO[C@H]1CN(C)C(=O)c2cc(NS(C)(=O)=O)ccc2OC[C@@H](C)N(C(=O)NC(C)C)C[C@@H]1C,0.1,.,.,4,.,-15,.
O=C(Nc1ccc(F)cc1)N1CC(=O)N2[C@H](C1)[C@H](c1ccc(Br)cc1)[C@@H]2CO,-0.4,-1,-3,.,12,.,4
O=C(OC[C@@H]1[C@H]2c3ccccc3OC1(CO)N=C1SCCCN12)c1ccccc1,.,2,2,-1,3,.,3
O=[N+]([O-])c1ccc(-c2c(-c3ccccc3)ncc3ccc(F)cc23)cc1,-0.8,-4,.,0,-6,-15,-8
Cc1noc(C)c1NC(=O)N(C)C[C@H]1Oc2c(NC(=O)NC3CCCCC3)cccc2C(=O)N([C@H](C)CO)C[C@H]1C,-0.1,-4,-1,0,14,-40,2
CCC1CCCCN1CCN1C(=O)C2C(C(=O)Nc3ccc(OC)cc3)C3C=CC2(O3)C1C(=O)NC1CCCCC1 (configuration not stated),.,0,-4,5,-1,-7,3
Cc1ccc(CN(Cc2cc3cccc(C)c3[nH]c2=O)C(=O)N(C)C)cc1,0.2,.,.,4,.,16,.

# 3 compounds already listed, ordered by the value under ERp5 inh, highest first.
Molecule	ERp5 inh
CCC1CCCCN1CCN1C(=O)C2C(C(=O)Nc3ccc(OC)cc3)C3C=CC2(O3)C1C(=O)NC1CCCCC1 (configuration not stated)	3
Cc1cccc(/C=N/NC(=O)c2ccccc2OCc2cccc(Br)c2)n1	2
Cc1ccccc1CN1CCC(CNC(=O)Nc2ccc(F)cc2F)CC1	-2
